High-throughput results (PubChem)
Salmonella PhoP GFP = PhoP-dependent GFP reporter repression – Salmonella Typhimurium, primary screen (AID 1863); inhibition, % at 50 µM, or IC50 in µM where a hit was titrated; S. Typhimurium PhoP-regulated promoter GFP reporter, 4 h; higher % means a stronger effect; 300,000 tested, 0.16% active;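 active = inhibition over 29.93%, a cutoff 3 SD above the screen mean, later confirmed by dose response; inconclusive = inhibition over 29.93% but no dose response follow-up; inactive = inhibition at most 29.93% or unconfirmed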;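 note: 0% = low Mg2+ inducing control and 100% = high Mg2+ repressing control; strong numbers were not always called active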
KOR beta-arrestin-1 = KOR agonists, beta-arrestin recruitment, primary screen, cell-based, luminescence, uHTS (AID 1777). KOR beta-arrestin recruitment, luminescence; higher % means a stronger effect. one-dose activation, % at 10 µM; EC50 in µM for titrated hits. 280,000 tested, 0.02% active; in the data active = activation above about 50%, passing the limit was not always enough; note: a part of the inactive calls stands beside numbers as strong as those of hits
SIAH1 antagonists = Siah-1 peptide-binding antagonists, primary screen, biochemical, fluorescence polarization, rhodamine-plectin, uHTS (AID 1817). Siah-1 / rhodamine-plectin peptide fluorescence polarization; higher % means a stronger effect. displacement, % at 20 µM; hits with a dose series show IC50 in µM. 290,000 tested, 0.02% active;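 active = displacement of at least 50% at 20 µM, with a fluorescence ratio check between 0.3 and a set limit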;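 note: plate controls were Siah plus tracer with DMSO for no effect and tracer alone without Siah for full effect; strong numbers were not always called active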
HIV fusion peptide = inhibitors of HIV fusion peptide binding, primary screen, biochemical, uHTS, fluorescence dequenching (AID 1986); cell-free peptide binding, fluorescence dequenching, 30 min; higher % means a stronger effect; inhibition, % at 20 µM; hits with a dose series show IC50 in µM; 290,000 tested, 0.3% active; in the data active = inhibition mostly above about 52%, no sharp cut-off; inactive = mostly below about 76%; note: some results filed as inactive read as strong as hits
NOD1 NF-kB reporter = NOD1 signaling inhibitors, primary screen, cell-based, luminescence, uHTS (AID 1578) | NOD1-driven NF-kB luciferase reporter cells, luminescence; higher % means a stronger effect | inhibition, % at 4 µM; hits with a dose series show EC50 in µM | 290,000 tested, 1% active; in the data active = inhibition mostly above about 36%, no sharp cut-off; inactive = mostly below about 34%;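 note: HEK-293T reporter cells stimulated with the NOD1 agonist gamma-tri-DAP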
Myeloid diff 2 = compounds promoting myeloid differentiation; calls only at 10 µM; 360,000 tested, 1% active; ER-HoxA9 myeloid progenitors, lysozyme-GFP differentiation, flow cytometry; AID 624256;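 active = normalized GFP-positive differentiation at or above the plate's own cutoff, the solvent-only control mean plus 3 SD; inconclusive = no clear call, values can overlap the other calls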;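 note: cells exposed to compound for four days before flow analysis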
KOR beta-arrestin-2 = KOR antagonists, beta-arrestin recruitment, cell-based, luminescence, uHTS (AID 1778). KOR beta-arrestin recruitment, luminescence, antagonist mode; higher % means a stronger effect. one-dose inhibition, % at 10 µM; IC50 in µM for titrated hits. 290,000 tested, 0.091% active; note: strong numbers were not always called active
LYP inhibition = inhibitors of LYP phosphatase, biochemical, fluorescence intensity, uHTS (AID 1779). recombinant LYP phosphatase, fluorescence intensity; higher % means a stronger effect. 290,000 tested, 0.054% active. inhibition, % at 11.5 µM, or IC50 in µM where a hit was titrated;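 note: plate controls were vehicle with enzyme for no effect and no enzyme for full effect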
NOD2 inhibition = inhibition of NOD2-driven NF-kB reporter – cell-based, luminescence, uHTS, HEK293 (AID 1566). inhibition, % at 4 µM; hits with a dose series show EC50 in µM. 290,000 tested, 0.63% active. HEK293 NOD2/NF-kB luciferase reporter, luminescence; higher % means a stronger effect; note: many of its hits are not listed in these tables
Myeloid diff 2 GFP+ MAC1+ % = recorded beside Myeloid diff 2, whose call it bears; GFP+ MAC1+ double positive, %; measured here: differentiation confirmed by MAC1 staining
The depositor's hits bear a star; i = inactive; ? = inconclusive; . = no result given; + = active, no number; [ ] = dose if it differs, or a comment. Cut-off read from the data, not from the text of the source, unless noted: active = inhibition above about 50%; inactive = the rest. This is a subset; the hit share may differ from the screen's.

SMILES	SIAH1 antagonists	Myeloid diff 2	KOR beta-arrestin-2	HIV fusion peptide	Salmonella PhoP GFP	LYP inhibition	NOD1 NF-kB reporter	KOR beta-arrestin-1	NOD2 inhibition	Myeloid diff 2 GFP+ MAC1+ %
CCn1c(=O)c(CCC(=O)N2CCN(c3ccccn3)CC2)c(C)c2c(C)nn(-c3cccc(C)c3)c21	-6%	i	-7%	0.0%	0%	4%	1%	7.9%	24%	3.7
CCCCCCSc1nc(O)c(C2OC(=O)c3c2ccc(OC)c3OC)c(=O)n1-c1ccccc1 (stereo not given)	4%	i	-3%	2.2%	11%	0%	65%	-1.0%	-5%	0.6
Cc1ccccc1CN1C(=O)Nc2ccccc2C(=O)N1C(C)(C)C	-3%	i	-2%	-0.2%	-7%	-5%	7%	-4.2%	-6%	1.8
Cc1ccc(C)c(/C(O)=C2/C(=O)C(=O)N(CCN3CCOCC3)C2c2ccco2)c1 (stereo not given)	-6%	i	23%	18%	-4%	2%	4%	-1.4%	-32%	0.5
COc1ccc(C(=O)Nc2cnc(NC(=O)c3cccs3)cc2C)cc1	-4%	i	-4%	2.3%	8%	-4%	-40%	-3.8%	-6%	1.3
Cc1nnc2n1NC(c1ccc(Cl)cc1)C(C(=O)N1CCC(C)CC1)S2 (stereo not given)	3%	i	14%	0.8%	-8%	-2%	-9%	20%	15%	0.7
Cc1c(Cl)c([N+](=O)[O-])nn1CC(=O)Nc1c(C)n(C)n(-c2ccccc2)c1=O	3%	i	-21%	-3.2%	5%	-2%	11%	4.8%	7%	0.5
Cc1cccc(-c2nsc(SCC(=O)NCc3ccco3)n2)c1	1%	i	14%	-0.5%	-7%	-8%	-20%	-1.1%	-30%	0.8
O=C(Nc1cccc(-c2nc3ccccc3s2)c1)C1=COCCO1	5%	i	-8%	-1.0%	-6%	-2%	-56%	-1.0%	-2%	1.2
COc1ccc(CNC(=O)c2cccnc2Sc2ccc(Cl)cc2)cc1	3%	i	-28%	0.3%	-3%	5%	-30%	4.0%	-11%	2.6
COc1ccccc1C(=O)N1CCN(CCc2ccccc2)CC1	1%	i	7%	0.3%	8%	-8%	-2%	6.1%	-4%	5.9
CN1CCN(NC(=O)c2cn(-c3ccccc3)nc2-c2cccc(Br)c2)CC1	0%	i	-11%	-1.0%	-3%	-8%	-38%	-3.6%	6%	0.2
COc1ccc(Cc2nc3ccc(C(=O)NCC(C)(C)OC)cc3o2)cc1	1%	i	-6%	1.2%	-6%	-2%	-51%	8.9%	-38%	0.8
COc1ccccc1NC(=O)CN(C)S(=O)(=O)c1ccc2c(c1)CCC(=O)N2	0%	i	32%	-0.9%	-2%	-7%	-9%	-4.5%	4%	2.1
Cc1ccc(O)c(NC(=O)c2cc(-c3ccccc3)on2)c1	-2%	+	-50%[20 µM]	-1.8%	6%	-11%	26%	7.2%	36%	2.7*
O=C(CN1C(=O)c2ccccc2C1=O)N1CCN(c2ccccc2)CC1	-2%	i	-9%	1.0%	17%	-5%	-8%	-3.6%	18%	1.2
CC1(C(=O)N/N=C/c2cc3c(cc2Br)OCO3)CC1(Br)Br (stereo not given)	-5%	i	15%	-1.5%	4%	-1%	5%	-0.5%	-7%	1.0
Cc1ccc(OCC(=O)Nc2ccc3oc(=O)ccc3c2)cc1C	-1%	i	-9%	-1.3%	0%	2%	-28%	-2.5%	14%	1.3
OCC(O)CN(c1ccccc1)c1ccccc1 (stereo not given)	1%	i	-14%	-1.0%	4%	-5%	-26%	-4.5%	7%	0.3
CC(C)C(Nc1ccc(C(F)(F)F)cc1[N+](=O)[O-])C(=O)O (stereo not given)	-6%	i	8%	-0.8%	1%	-7%	-44%	-2.2%	1%	0.5
COc1ccc(NC(=O)C2CC(=O)OC23CCCCC3)cc1 (stereo not given)	0%	i	6%	1.9%	-9%	2%	-27%	-1.3%	11%	0.6
COC(=O)CNC(=O)CSc1nnc(C)c(=O)[nH]1	3%	i	-22%	-0.9%	-5%	-9%	-8%	-1.3%	3%	0.1
Cc1ccc(/C=N/n2cnc3sc(C)c(C)c3c2=O)o1	-4%	i	-2%	-1.4%	-5%	-1%	-27%	-2.2%	-8%	0.0
CN(CC(=O)Nc1ccc(Cl)cc1)CC(=O)Nc1cc(Cl)ccc1C#N	0%	i	-5%	-0.6%	-1%	0%	6%	0.1%	-4%	8.3
CC1C(=O)Nc2ccccc2N1C(=O)c1ccc(Cl)c(Cl)c1 (stereo not given)	2%	i	-9%	0.9%	-1%	-4%	4%	3.4%	7%	0.5
O=C(Cc1cccs1)Nc1ccc(N2CCOCC2)cc1	-6%	i	13%	-2.3%	-2%	2%	-44%	-4.0%	-37%	0.3
Cc1ccc(S(=O)(=O)N(C#N)c2nc(C)cc(C)n2)cc1	-2%	i	11%	1.0%	-5%	-13%	16%	-4.2%	28%	0.9
CCCOP(=O)(c1ccc(N(C)C)cc1)C(O)c1c(Cl)cccc1Cl (stereo not given)	-2%	i	-27%	-0.5%	5%	-4%	-14%	0.6%	-9%	0.9
CCN(CC)S(=O)(=O)c1ccc(NC(=O)CCC2CCCCC2)cc1	-5%	i	20%	-2.3%	-10%	4%	19%	0.8%	-30%	0.9
Cc1ccccc1S(=O)(=O)Cc1ccc(C(=O)NCCc2ccccc2)o1	6%	i	-35%	2.8%	-11%	-4%	-15%	3.3%	2%	0.8
CCC(=O)NC(=S)Nc1ccc(OC)cc1OC	0%	i	-1%	-0.7%	-7%	-8%	1%	-0.7%	-2%	0.5
O=[N+]([O-])c1ccc(N2CCN(c3ccccc3O)CC2)c(Cl)c1	-6%	i	22%	5.0%	7%	6%	19%	12%	-52%	0.9
CCC1(c2ccccc2)NC(=O)N(CC(=O)Nc2cccc(C#N)c2)C1=O (stereo not given)	4%	+	-12%	-1.3%	-1%	-5%	-17%	3.5%	9%	14*
CCC(C)Nc1nc2c(c(=O)n(C)c(=O)n2C)n1Cc1cccc(C)c1 (stereo not given)	8%	i	42%	-0.5%	2%	-5%	-27%	-2.5%	15%	0.6
CCn1c(COc2cccc(C)c2C)nnc1SCC(=O)N1CCN(c2ccc(OC)cc2)CC1	0%	i	-48%	4.4%	-2%	8%	24%	7.0%	26%	2.7
O=[N+]([O-])c1ccccc1S(=O)(=O)Oc1ccc(C(=S)N2CCOCC2)cc1	2%	i	-13%	0.7%	11%	-6%	-19%	0.5%	3%	0.4
COc1ccc(C(=O)NC(C)(C)C)cc1S(=O)(=O)N1CCCC1	2%	i	-7%	1.5%	-4%	-7%	-29%	-3.4%	-11%	0.6
CCCCN(CC)CCCNC(=O)Cn1nc(Cc2ccncc2)c2ccccc2c1=O	0%	i	16%	-0.8%	0%	-8%	-10%	-1.7%	2%	6.0
Cc1ccc(-c2nc3ccccc3[nH]2)cc1N	0%	i	22%	-0.6%	-5%	-16%	-39%	-2.2%	-110%	1.6
O=S(=O)(Nc1ccc2c(c1)OCO2)c1ccccc1	-4%	i	-32%	-2.2%	23%	-6%	-1%	2.2%	-14%	0.6

3 compounds already listed, sorted by their value in HIV fusion peptide, largest number first.
canonical_smiles	HIV fusion peptide
COc1ccc(C(=O)NC(C)(C)C)cc1S(=O)(=O)N1CCCC1	1.5%
O=S(=O)(Nc1ccc2c(c1)OCO2)c1ccccc1	-2.2%
CCN(CC)S(=O)(=O)c1ccc(NC(=O)CCC2CCCCC2)cc1	-2.3%

Carrying on.
SMILES	SIAH1 antagonists	Myeloid diff 2	KOR beta-arrestin-2	HIV fusion peptide	Salmonella PhoP GFP	LYP inhibition	NOD1 NF-kB reporter	KOR beta-arrestin-1	NOD2 inhibition	Myeloid diff 2 GFP+ MAC1+ %
Cc1ccc(C)c(NC(=S)/C(=C(\[O-])c2ccc(Cl)s2)[n+]2ccccc2)c1	-6%	i	-27%	5.7%	2%	2%	-45%	17%	-4%	0.5
O=C(Nc1ccc(Cc2ccncc2)cc1)C1CCC(N2C(=O)C3CC=CCC3C2=O)CC1 (stereo not given)	-4%	i	5%	-0.8%	5%	-5%	-11%	-1.9%	18%	1.1
COc1ccccc1S(=O)Cc1ccc(C(=O)NCc2ccccc2Cl)o1 (stereo not given)	2%	i	7%	3.2%	6%	6%	-15%	-11%	6%	1.8
COCCn1c(C)cc(C(=O)CSc2nc3nc(C)cc(C)n3n2)c1C	1%	i	-12%	12%	-12%	-2%	-20%	1.2%	12%	1.1
CC(=O)OC1OCCOC1NC(=S)Nc1ccc(C)cc1 (stereo not given)	4%	i	-22%	0.7%	-2%	-7%	-33%	-3.4%	-12%	0.6
CN(C)CCNc1oc(COc2ccc(Cl)cc2Cl)nc1C#N	1%	i	25%	7.1%	-7%	-20%	0%	-0.7%	17%	5.6
CCn1c2ccccc2c2cc(NC(=O)c3cc(OC)c(OC)c(OC)c3)ccc21	-3%	i	-156%	-0.9%	10%	0%	5%	0.6%	-8%	9.0
O=C1N/C(=N/N=C/c2ccccc2O)SC1Cc1ccc(F)cc1 (stereo not given)	0%	i	4%	-0.7%	-2%	-5%	14%	-0.7%	30%	0.6
CN(c1ccccc1C(=O)NC1CCCCC1)S(=O)(=O)c1ccccc1	0%	i	-4%[20 µM]	0.4%	4%	-6%	-14%	.	2%	0.4
COc1ccc(C(=O)NNc2ccccc2)cc1	6%	i	-21%	-1.4%	13%	-2%	-31%	2.7%	-101%	0.2
Cc1ccc(C(=O)N2N=C(c3ccccc3)CC2(O)C(F)(F)F)o1 (stereo not given)	1%	i	-15%[20 µM]	0.4%	-2%	-3%	-20%	.	6%	0.3
COc1ccccc1CNC(=O)CSc1ccc(Br)cc1	-2%	i	24%	-1.5%	6%	-10%	-7%	-5.1%	12%	0.6
CSc1nc2ccccc2n1CC(=O)Nc1ccc(C)c(C)c1	-1%	i	.	0.9%	11%	-2%	-7%	.	9%	0.4
Cc1cccc(NC(=O)Cn2cc(C(=O)C3CC3)c3ccccc32)c1C	5%	?	-17%	2.6%	16%	-9%	28%	-0.5%	26%	.
COCc1cc(C)nc(SCC(=O)Nc2ccc3c(c2)OCCO3)c1C#N	2%	i	-16%	2.1%	1%	-2%	-53%	-7.0%	-4%	1.9
COc1cc2[nH]c(=O)n(CCC(=O)N3CCN(c4cc(Cl)ccc4C)CC3)c(=O)c2cc1OC	6%	i	2%	-0.3%	-8%	6%	-22%	-5.1%	16%	0.4
